Alkaline phosphatase: human TNAP enzyme inhibitors, biochemical, luminescent (AID 518). inhibition, % at 20 µM, or IC50 in µM where a hit was titrated. hit rate 0.09% among 64,000. purified TNAP enzyme, luminescent substrate readout; higher % means a stronger effect. Alkaline phosphatase, tissue-nonspecific isozyme (Homo sapiens); in the data active = a potency from the dose series; inactive = the rest, 99 in 100 with inhibition below about 22%;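 note: plate controls were vehicle for no effect and reference inhibitor for full effect; many of its hits are not listed in these tables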
Spn PMK inh: S. pneumoniae PMK inhibitors, primary screen, biochemical, mevalonate pathway, pilot trial included; phosphomevalonate kinase (Streptococcus pneumoniae D39); purified PMK, PK/LDH-coupled NADH absorbance 340 nm; inhibition, % at 10 µM; hit rate 0.49% among 65,000;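 active = top-ranked compounds by inhibition in the single 10 µM screen, taking a fixed number of the strongest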;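 note: 0% = full reaction with DMSO carrier and 100% = background rate without enzyme reaction; no value below 0 was filed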
MK inhibit: S. pneumoniae MK inhibitors, primary screen, biochemical, PK/LDH-coupled NADH absorbance; mevalonate kinase [Streptococcus pneumoniae D39]; purified MK, PK/LDH-coupled NADH absorbance 340 nm; inhibition, % at 10 µM; hit rate 0.48% among 65,000;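 active = ranked among the strongest by inhibition in the single 10 µM screen, a fixed top-ranked set picked for dose follow-up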; note: no value below 0 was filed
HPDE-C7 cytotoxicity: cytotoxicity in HPDE-C7 cells, cell-based, fluorescence, HTS (AID 430); HPDE-C7 pancreatic duct cells viability, fluorescence; higher % means a stronger effect; cytotoxicity, % at 10 µM; hits with a dose series show EC50 in µM; hit rate 1.8% among 63,000;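 note: cells exposed to compound for 48 hours before viability readout; 0% = vehicle and 100% = reference cytotoxic drug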
HPDE-C7K KRASV12: cytotoxicity in KRAS-transformed pancreatic duct cells, primary screen, cell-based, fluorescence, HTS (AID 431) | HPDE-C7K KRASV12 cells, Alamar Blue viability, 48 h; higher % means a stronger effect | hit rate 1.7% among 63,000 | one-dose cytotoxicity, % at 10 µM; EC50 in µM for titrated hits;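 active = compounds whose percent cytotoxicity in the single-dose primary screen, scaled between solvent and toxic-drug controls, exceeds 50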;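 note: 0% = DMSO solvent wells and 100% = doxorubicin-treated wells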
Bfl-1 inhibitors: Bfl-1 inhibitors, primary screen, biochemical, fluorescence polarization, FITC-Bid, mouse (AID 432). Bcl-2-related protein A1 (Mus musculus). FITC-Bid BH3 peptide fluorescence polarization displacement; higher % means a stronger effect. displacement, % at 20 µM; hits with a dose series show IC50 in µM. hit rate 0.02% among 64,000; in the data active = a potency from the dose series; inactive = the rest, 99 in 100 with displacement below about 15%; note: strong numbers were not always called active
LYP inhibition: LYP phosphatase inhibitors, primary screen, biochemical, DiFMUP fluorescence, recombinant catalytic domain, 10 µM (AID 606). Tyrosine-protein phosphatase non-receptor type 22 (Homo sapiens). recombinant LYP catalytic domain, DiFMUP fluorescence; higher % means a stronger effect. inhibition, % at 10 µM, or IC50 in µM where a hit was titrated. 52,000 tested, under 10 active;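 active = IC50 under 40 µM in the dose-response test; inactive = IC50 of 40 µM or more, or never dose-tested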
DPM-DC inhibit: S. pneumoniae DPM-DC inhibitors, primary screen, biochemical, PK/LDH-coupled NADH fluorescence | purified DPM-DC | calls only at 10 µM | hit rate 0.49% among 65,000 | AID 556, 2006;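 active = the 320 compounds with the highest percent inhibition in the single-dose primary screen, excluding strongly autofluorescent ones, cut at about 32% in these data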;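 note: kinetic rate of NADH fluorescence loss reporting ADP formed by the decarboxylase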
HT1080 viability: cytotoxicity in HT1080 fibrosarcoma cells, cell-based, fluorescence readout (AID 620); HT1080 viability, fluorescence; higher % means a stronger effect; cytotoxicity, % at 10 µM; hits with a dose series show EC50 in µM; hit rate 0.42% among 87,000;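 note: cells exposed to compound overnight then 4 h with Alamar Blue; 0% = vehicle DMSO and 100% = killing control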
Spn PMK inh pilot replicates: second read-out of Spn PMK inh, no call of its own (marks repeat the call); inhibition, %; measured here: pilot screen replicates
MK inhibit pilot replicates: also measured in MK inhibit; calls as there; inhibition, %; measured here: pilot screen replicates
DPM-DC inhibit pilot screen %: also measured in DPM-DC inhibit; calls as there; inhibition, %; measured here: pilot screen trials
* marks the source's active call; other numbers are inactive results; i = inactive; nt = not tested or not shown; + = active, no number. Cut-off read from the data, not from the text of the source, unless noted: active = cytotoxicity above about 50%; inactive = the rest.

SMILES	Alkaline phosphatase	Spn PMK inh	MK inhibit	HPDE-C7 cytotoxicity	HPDE-C7K KRASV12	Bfl-1 inhibitors	LYP inhibition	DPM-DC inhibit	HT1080 viability	others
CCCCCC(=O)Nc1ccc(Cl)cn1	13%	7	17	-14%	-20%	-1%	-1%	i	1%
CC(C)c1ccc(NC(=O)COC(=O)C2=COCCO2)cc1	15%	12	0	7%	10%	1%	13%	i	-4%
Cc1cc(NC(=O)C2CCCC2)nc2c1c(=O)oc1ccccc12	14%	0	0	-15%	2%	1%	3%	i	2%	Spn PMK inh pilot replicates=1.0;MK inhibit pilot replicates=0.0;DPM-DC inhibit pilot screen %=0.0
CC(C)(C)c1ccc(-c2noc(CCC(N)=O)n2)cc1	6%	2	4	-8%	-1%	1%	14%	i	nt
COc1cccc(C(=O)Nc2cccc(C(=O)N3CCOCC3)c2)c1	2%	0	4	-3%	9%	0%	8%	i	7%	Spn PMK inh pilot replicates=0.5;MK inhibit pilot replicates=2.5;DPM-DC inhibit pilot screen %=3.5
Cc1cc(N2CCN(C3CCCC3)CC2)n2nc(C)c(-c3ccccc3)c2n1	11%	13	9	24%	37%	-7%	nt	+	7%
CCOC(=O)CSc1ccc2nnc(-c3cccnc3)n2n1	3%	1	6	-17%	-6%	-5%	-3%	i	-2%
O=C(NCC1CCCO1)NC12CC3CC(CC(C3)C1)C2 (stereo not given)	9%	0	0	-12%	-1%	0%	4%	i	-3%
C=CCn1c(=N)c(C(=O)OCC)cc2c(=O)n3cc(C)ccc3nc21	4%	0	5	-22%	-26%	-4%	9%	nt	-10%
O=C(OCc1cc(Cl)ccc1OC(F)F)c1cc(S(=O)(=O)O)ccc1O	12%	11	0	4%	12%	0%	4%	nt	4%
O=C(Nc1ccc(N2CCOCC2)cc1)c1cccc(S(=O)(=O)N2CCCC2)c1	14%	0	4	4%	4%	4%	3%	i	1%	Spn PMK inh pilot replicates=5.0;MK inhibit pilot replicates=1.0;DPM-DC inhibit pilot screen %=0.0
Cc1nnc(NC(=O)CSc2cn(Cc3ccccc3)c3ccccc23)s1	3%	19	11	4%	-6%	-5%	-7%	i	8%
COC(=O)CC1=C(C(=O)OC)C(c2ccncc2)C(C#N)=C(N)O1 (stereo not given)	6%	5	5	4%	-7%	-10%	2%	i	-1%
N#Cc1cccc(-c2nnc(SCc3ccccc3C#N)o2)c1	8%	13	5	-1%	-13%	-12%	nt	i	0%
COc1ccc2sc(N3C(=O)C4CC=C(C)CC4C3=O)nc2c1 (stereo not given)	6%	5	8	2%	-4%	-1%	12%	i	6%
CC(OC(=O)c1cccs1)C(=O)NCc1ccco1 (stereo not given)	11%	0	7	-4%	3%	-6%	nt	i	2%
COC(=O)CN1C2(C#N)CCCCC2CC2CCCCC21C#N (stereo not given)	1%	7	5	4%	1%	-8%	0%	i	-3%
Cc1ccc(N2CCN(c3ccc(C)cc3)C2c2ccccn2)cc1	9%	16	0	-2%	2%	2%	-1%	i	28%
COCCOC(=O)c1[nH]c2c(c1C)C(=O)CC(c1cc(OC)ccc1OC)C2 (stereo not given)	6%	2	5	16%	-7%	-3%	4%	i	-4%
Cc1cc(C)c2c(=O)c3c(oc2c1)C(=O)N(CCO)C3c1cccc(O)c1 (stereo not given)	6%	10	10	-16%	-11%	-1%	10%	i	27%
CC(=O)N1CCCc2cc(S(=O)(=O)N3CCc4ccccc4C3)ccc21	10%	3	9	-1%	5%	-2%	nt	i	-5%
Cc1ccc(-c2nc(CS(=O)(=O)CC(=O)N3CC(C)CC(C)C3)c(C)o2)cc1 (stereo not given)	2%	0	0	-6%	6%	0%	3%	i	-7%
CS(=O)(=O)N1CCN(c2ccccc2F)CC1	14%	3	6	5%	3%	-2%	-8%	i	4%
O=C(c1c[nH]c2ccccc12)C(O)C(c1ccccc1)N1CCOCC1 (stereo not given)	2%	5	8	-5%	-16%	1%	-6%	i	2%
CC(NC(=O)c1cccnc1)C(c1cccs1)N1CCN(C)CC1 (stereo not given)	15%	0	7	6%	1%	1%	3%	i	-3%
N#Cc1ccc2ccn(CC(=O)NCc3ccccc3)c2c1	8%	0	12	-2%	6%	-7%	3%	i	7%
Cc1cc(C)c2cc(C#N)c(SCC(=O)NCC3CCCO3)nc2c1 (stereo not given)	8%	14	7	-15%	-11%	-8%	-4%	i	21%
O=C(Cn1cnc2c(cnn2-c2ccc(Cl)cc2)c1=O)NC1CCCCC1	1%	0	0	-27%	-11%	-3%	3%	i	-2%
OC(COC1CCCCC1)CN1CCN(c2ccccc2)CC1 (stereo not given)	4%	0	4	-1%	-6%	-7%	6%	i	4%
COc1ccc(NC(=O)CSc2nc(O)c(Cc3ccccc3)c(=O)[nH]2)cc1	6%	7	5	-4%	-27%	0%	11%	i	-5%

The final 2 entries of the section before open the next one:
SMILES	Alkaline phosphatase	Spn PMK inh	MK inhibit	HPDE-C7 cytotoxicity	HPDE-C7K KRASV12	Bfl-1 inhibitors	LYP inhibition	DPM-DC inhibit	HT1080 viability	others
OC(COC1CCCCC1)CN1CCN(c2ccccc2)CC1 (stereo not given)	4%	0	4	-1%	-6%	-7%	6%	i	4%
COc1ccc(NC(=O)CSc2nc(O)c(Cc3ccccc3)c(=O)[nH]2)cc1	6%	7	5	-4%	-27%	0%	11%	i	-5%
Cn1c(C(=O)NCCN2CCOCC2)cc2sccc21	12%	11	7	-4%	-8%	-4%	3%	i	-8%
O=C(COC(=O)C1COc2ccccc2O1)NC(=O)NC1CCCC1 (stereo not given)	2%	11	2	-12%	-2%	-10%	9%	i	-1%
C=CCc1ccccc1OCC(O)CN1CCN(c2ccc(C)cc2)CC1 (stereo not given)	0%	20	32	20%	10%	-2%	-12%	i	-11%
COc1ccccc1CNC(=O)CN(c1ccc(C)cc1)S(=O)(=O)c1c(C)n[nH]c1C	5%	7	0	5%	2%	1%	nt	i	0%
Cc1ccc(NC(=O)CC2C(=O)NC3CCCCC3N2C(=O)c2ccc(F)cc2)cc1C (stereo not given)	4%	11	4	0%	10%	10%	nt	i	-6%	Spn PMK inh pilot replicates=0.5;MK inhibit pilot replicates=5.0;DPM-DC inhibit pilot screen %=5.0
COc1ccc(NC(=O)CS(=O)CC(=O)Nc2cc(Cl)ccc2OC)cc1 (stereo not given)	4%	12	5	-12%	-3%	0%	-9%	i	7%	Spn PMK inh pilot replicates=7.0;MK inhibit pilot replicates=0.0;DPM-DC inhibit pilot screen %=3.5
O=C(c1ccc(-c2ccccc2)cc1)N1CCN(C(=O)c2ccco2)CC1	5%	0	4	4%	-6%	-3%	8%	i	-1%
c1ccc(CSCc2cn3ccsc3n2)cc1	24%	14	0	7%	5%	-2%	6%	i	1%	Spn PMK inh pilot replicates=2.5;MK inhibit pilot replicates=0.0;DPM-DC inhibit pilot screen %=0.0
O=C(NCc1ccc2c(c1)OCO2)c1cccc2c1C(=O)N(C1CCCCC1)C2	10%	12	8	-8%	-10%	9%	3%	i	-8%	Spn PMK inh pilot replicates=0.0;MK inhibit pilot replicates=0.0;DPM-DC inhibit pilot screen %=0.0
O=C(c1ccc(F)cc1)c1cn[nH]c1-c1ccccc1O	32%	1	3	-10%	6%	3%	nt	i	-3%
Cc1ccc(S(=O)(=O)n2nc(OC(=O)c3c(-c4ccccc4Cl)noc3C)cc2N)cc1	11%	0	2	79%*	73%*	-2%	0%	i	-2%
CCOCCCNC(=O)c1ccccc1SC	8%	1	7	-1%	0%	-5%	3%	i	6%
CCOC(=O)C1=C(N)Oc2cc(C)oc(=O)c2C1c1cccnc1 (stereo not given)	10%	1	15	-11%	4%	-6%	0%	i	-7%
COc1cc(S(=O)(=O)N(Cc2ccc(C)cc2)C2CCCCC2)ccc1-n1cnnn1	4%	5	4	-2%	-4%	2%	8%	i	-2%
CCOC(=O)c1[nH]c(C)c(/C(O)=C2\C(=O)C(=O)N(CCN(C)C)C2c2ccc(C)o2)c1C (stereo not given)	7%	11	13	18%	14%	-8%	14%	i	4%

Compounds shown so far with an aryl methoxy group (7):
SMILES	Alkaline phosphatase	Spn PMK inh	MK inhibit	HPDE-C7 cytotoxicity	HPDE-C7K KRASV12	Bfl-1 inhibitors	LYP inhibition	DPM-DC inhibit	HT1080 viability	others
COc1cccc(C(=O)Nc2cccc(C(=O)N3CCOCC3)c2)c1	2%	0	4	-3%	9%	0%	8%	i	7%	Spn PMK inh pilot replicates=0.5;MK inhibit pilot replicates=2.5;DPM-DC inhibit pilot screen %=3.5
COc1ccc2sc(N3C(=O)C4CC=C(C)CC4C3=O)nc2c1 (stereo not given)	6%	5	8	2%	-4%	-1%	12%	i	6%
COCCOC(=O)c1[nH]c2c(c1C)C(=O)CC(c1cc(OC)ccc1OC)C2 (stereo not given)	6%	2	5	16%	-7%	-3%	4%	i	-4%
COc1ccc(NC(=O)CSc2nc(O)c(Cc3ccccc3)c(=O)[nH]2)cc1	6%	7	5	-4%	-27%	0%	11%	i	-5%
COc1ccccc1CNC(=O)CN(c1ccc(C)cc1)S(=O)(=O)c1c(C)n[nH]c1C	5%	7	0	5%	2%	1%	nt	i	0%
COc1ccc(NC(=O)CS(=O)CC(=O)Nc2cc(Cl)ccc2OC)cc1 (stereo not given)	4%	12	5	-12%	-3%	0%	-9%	i	7%	Spn PMK inh pilot replicates=7.0;MK inhibit pilot replicates=0.0;DPM-DC inhibit pilot screen %=3.5
COc1cc(S(=O)(=O)N(Cc2ccc(C)cc2)C2CCCCC2)ccc1-n1cnnn1	4%	5	4	-2%	-4%	2%	8%	i	-2%
